Source: PubChem BioAssay
KOR beta-arrestin-1: KOR antagonists, beta-arrestin recruitment, cell-based, luminescence, uHTS (AID 1778); actives 0.091% (n = 290,000); KOR beta-arrestin recruitment, luminescence, antagonist mode; higher % means a stronger effect; inhibition, % at 10 µM; hits with a dose series show IC50 in µM; also: strong numbers were not always called active
NOD2 inhibition: inhibition of NOD2-driven NF-kB reporter – cell-based, luminescence, uHTS, HEK293 (AID 1566); HEK293 NOD2/NF-kB luciferase reporter, luminescence; higher % means a stronger effect; inhibition, % at 4 µM; hits with a dose series show EC50 in µM; actives 0.63% (n = 290,000); also: many of its hits are not listed in these tables
LYP inhibition: PTPN22 lymphoid phosphatase activity blockers – biochemical, fluorescence intensity, uHTS (AID 1779); recombinant LYP phosphatase, fluorescence intensity; higher % means a stronger effect; inhibition, % at 11.5 µM, or IC50 in µM where a hit was titrated; actives 0.054% (n = 290,000);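 also: plate controls were vehicle with enzyme for no effect and no enzyme for full effect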
TNAP activators: stimulation of alkaline phosphatase TNAP activity – biochemical, luminescent, no phosphate acceptor, uHTS, primary screen (AID 1001); purified TNAP, luminescent activation assay, no phosphate acceptor; higher activation fold means a stronger effect; actives 0.03% (n = 200,000); activation fold at 20 µM, or EC50 in µM where a hit was titrated; in the data active = activation fold from about 3, or a potency from the dose series; inactive = the rest, 99 in 100 with activation fold below about 1.6; also: many of its hits are not listed in these tables
NOD1 inhibition: NOD1 signaling inhibitors, primary screen, cell-based, luminescence, uHTS (AID 1578); NOD1-driven NF-kB luciferase reporter cells, luminescence; higher % means a stronger effect; one-dose inhibition, % at 4 µM; EC50 in µM for titrated hits; actives 1% (n = 290,000); in the data active = inhibition mostly above about 36%, no sharp cut-off; inactive = mostly below about 34%;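 also: HEK-293T reporter cells stimulated with the NOD1 agonist gamma-tri-DAP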
human PMI inhibition: inhibitors of human PMI, primary screen, biochemical, fluorescence intensity, coupled assay (AID 1209) | purified PMI enzyme, coupled fluorescence intensity; higher % means a stronger effect | inhibition, % at 20 µM; hits with a dose series show IC50 in µM | actives 0.42% (n = 190,000);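 also: plate controls were DMSO vehicle for no effect and wells lacking substrate for full effect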
KOR beta-arrestin-2: KOR agonists, beta-arrestin recruitment, primary screen, cell-based, luminescence, uHTS (AID 1777) | actives 0.02% (n = 280,000) | activation, % at 10 µM; hits with a dose series show EC50 in µM | KOR beta-arrestin recruitment, luminescence; higher % means a stronger effect; in the data active = activation above about 50%, passing the limit was not always enough; also: a part of the inactive calls stands beside numbers as strong as those of hits
human PMI inhibitors: MPI inhibition at elevated mannose 6-phosphate – biochemical, fluorescence intensity, high mannose 6-phosphate, primary screen (AID 1220) | recombinant PMI enzyme, coupled fluorescence intensity; higher % means a stronger effect | one-dose inhibition, % at 20 µM; IC50 in µM for titrated hits | actives 0.66% (n = 190,000)
XIAP antagonists: small molecules displacing peptide from XIAP – biochemical, IAP family, fluorescence polarization (AID 1018); XIAP BIR domain, fluorescence polarization peptide displacement; higher % means a stronger effect; one-dose displacement, % at 20 µM; IC50 in µM for titrated hits; actives 0.007% (n = 200,000); in the data active = displacement above about 50%; also: a part of the inactive calls stands beside numbers as strong as those of hits
* marks the source's active call; other numbers are inactive results; . = not tested or not shown; [ ] = dose if it differs, or a comment. Rule as the data show it, unless noted: active = inhibition above about 50%; inactive = the rest. An excerpt (hit frequency here may not be typical).

SMILES	KOR beta-arrestin-1	NOD2 inhibition	LYP inhibition	TNAP activators	NOD1 inhibition	human PMI inhibition	KOR beta-arrestin-2	human PMI inhibitors	XIAP antagonists
CCn1c(CNC(=O)c2ccc(OC)c(OC)c2)nnc1SCC(=O)c1ccc(OC)cc1	11%	1%	-13%	1.1	-14%	9%	-4.2%	7%	-1.3%
O=C(COC(=O)Cn1cnc2ccccc21)Nc1ccc2c(c1)OCCO2	18%	3%	-6%	1.1	-7%	2%	7.9%	7%	-0.2%
CN(C)CCNc1nc(S(=O)(=O)c2ccccc2)c(Cl)s1	-21%	-2%	-1%	1.2	-24%	-15%	-1.9%	-15%	-5.6%
Cc1cc(N2CCOCC2)nc2ccc(NC(=S)N3CCN(c4ccccc4)CC3)cc12	-2%	-5%	-7%	1	-9%	22%	8.3%	52%*	-2.3%
Fc1ccccc1/C=N/NC(=S)Nc1ccc(Cl)cc1Cl	-97%	-64%	0%	1	-13%	8%	0.8%	-1%	-9.6%
CCn1nc(C)cc1C(=O)N1CCCC(Nc2ccc(F)c(F)c2)C1 (configuration not stated)	35%	0%	-2%	.	-62%	.	-4.6%	.	.
N#Cc1ccc(COC(=O)CSc2nnc(N)s2)cc1	-7%	15%	-1%	1	-7%	22%	-3.0%	18%	-5.4%
COc1ccc(CC(=O)NCCS(=O)(=O)N2CCN(c3ccc(F)cc3)CC2)cc1OC	-32%	27%	-15%	.	-5%	.	-9.2%	.	.
CCN(c1cccc(C)c1)S(=O)(=O)c1ccc2[nH]c(=O)c(=O)[nH]c2c1	15%	0%	2%	1.2	.	12%	-4.9%	10%	-5.5%
CC(C)[C@H](NC(N)=O)C(=O)NCCc1ccc(Cl)cc1Cl	0%	11%	-5%	1.1	-18%	4%	-4.4%	1%	-1.7%
Cc1[nH]c(C)c2c(=O)n(Cc3ccc(Cl)cc3)ncc12	-14%	-2%	-2%	.	-16%	.	0.9%	.	.
CC1(C)Cc2nc3sc4c(=O)n(CC(=O)NCc5ccco5)cnc4c3cc2CO1	-27%	-22%	-8%	1.1	-6%	1%	-6.7%	-6%	-4.6%
COc1ccccc1NC(=O)CN1CCN(CC(=O)Nc2ccc3c(c2)OCCO3)CC1	6%	-12%	-5%	1.1	-3%	1%	-3.2%	-10%	1.9%
Cc1ccc(-n2c(C)cc(/C=N/Nc3ccc([N+](=O)[O-])cn3)c2C)c(C)c1	-14%	-44%	8%	0.7	-31%	1%	1.9%	13%	-3.0%
O=C(CCCCCCC(=O)c1ccccc1)c1ccccc1	-55%[20 µM]	18%	-4%	1.1	-21%	-8%	.	-12%	-3.1%
CCN1CCCC(OC(=O)Nc2ccccc2)C1 (configuration not stated)	7%	7%	-2%	1.1	-23%	4%	-3.3%	-1%	-0.7%
COc1ccc(/C=C(/NC(=O)/C=C/c2ccccc2)C(=O)N2CCOCC2)cc1	10%	5%	-4%	1	-18%	0%	0.3%	2%	-2.9%
O=C(CNCc1ccc(F)cc1)Nc1ccc(S(=O)(=O)N2CCOCC2)cc1	-33%	-2%	-10%	.	-27%	.	1.1%	.	.
CC(C)N1C(=O)CCC1C(=O)NCc1ccc(F)cc1Cl (configuration not stated)	-24%	13%	-19%	.	-4%	.	2.6%	.	.
CCc1nc2sc3c(Cl)ncnc3c2c2c1CCCC2	5.4µM*	18%	1%	.	-2%	.	-1.4%	.	.
Cc1ccc2c(c1)c1ncn(CCC3=CCCCC3)c(=O)c1n2C	18%	11%	-3%	1	-4%	18%	-2.8%	17%	-6.1%
CCOC(=O)C1CCN(C(=O)CCc2c(C)nc3ncnn3c2C)CC1	18%	17%	-4%	1.4	2%	-6%	-11%	-5%	-1.5%
Cn1c(SCC(=O)c2ccccc2)nnc1-c1ccncc1	-28%[20 µM]	16%	-8%	1.1	-24%	-4%	-1.1%	-3%	-1.7%
CCOC(=O)N1CCN(S(=O)(=O)c2cccc3cccnc23)CC1	10%	9%	-5%	1.1	8%	-10%	2.6%	-13%	-3.7%
CCOc1ccc(Nc2nc(N3CCCC3)nc(N3CCN(c4ccc(OC)cc4)CC3)n2)cc1	1%	14%	0%	1.1	22%	4%	-2.4%	8%	26%
Cc1noc(C(=O)NCC2CCCO2)c1Cl (configuration not stated)	-30%	10%	-11%	.	-6%	.	-2.7%	.	.
CCOc1ccc(NC(=O)COC(=O)CCS(=O)(=O)c2ccc(C)cc2)cc1	-71%[20 µM]	15%	-7%	1.1	-44%	-6%	-0.1%	-1%	-17%
O=c1c2c3c(sc2nc(NCCO)n1CCc1ccccc1)CCCCC3	30%	16%	-3%	1	-25%	14%	-2.6%	8%	-6.7%
CN(CCC1CCOCC1)Cc1cn[nH]c1-c1ccc(-c2ccccc2)cc1	-25%[20 µM]	-27%	-5%	1.1	-27%	13%	.	10%	-1.9%
CCCCCC1CCC(C(=O)O)CC1 (configuration not stated)	-39%	-6%	-8%	1.1	-16%	-4%	0.8%	-6%	0.7%
CCCNC(=O)Cc1c(O)c2ccccc2[nH]c1=O	-27%	8%	-6%	1.1	-22%	8%	-4.0%	6%	-2.3%
Cc1ccc(-n2nc(C)cc2Nc2ncc(Cl)cc2Cl)cc1	17%	8%	0%	1	-7%	19%	-0.1%	12%	-10%
COc1ccc2c(c1)CCC/C2=N/OC(=O)c1ccccc1OC	-13%	25%	-1%	1.1	-1%	8%	1.7%	8%	-5.3%
Cc1ccn2c(C(=O)N/N=C/c3ccc(Cl)cc3)c(C)nc2c1	-8%	-5%	0%	.	-6%	.	5.2%	.	.
COc1cc(OC)cc(C(=O)N[C@H](C(=O)Nc2nc(-c3ccc(F)c(F)c3)cs2)C(C)C)c1	-50%	23%	3%	1	-7%	-4%	2.5%	-2%	-22%
COc1ccc(/C=C(\NC(=O)c2ccc(C)cc2)C(=O)NCC2CCCO2)cc1 (configuration not stated)	-36%	12%	-4%	1.1	-25%	10%	0.5%	11%	-4.9%
CN1N=C(/C=C/c2ccccc2)CCC1=O	-9%	-9%	0%	1	-37%	-11%	-0.3%	-5%	-3.3%
CC(C)(C)c1cc(NC(=O)CSc2nnc(N)s2)n(-c2ccccc2)n1	-17%	27%	-5%	0.9	-13%	13%	-7.5%	6%	-7.8%
Cc1cc(N2CCCC(C(=O)Nc3ccc4c(c3)CCC4)C2)n2ncnc2n1 (configuration not stated)	4%	0%	-8%	1.1	12%	0%	-3.7%	3%	0.8%
CC1CCN(C(=O)CSc2nnc(-c3cccnc3)n2C2CCCCC2)CC1	11%	10%	-2%	1	-1%	19%	4.8%	9%	-18%
Cc1ccc(OCCNC(=O)c2ccccc2O)cc1	0%	3%	-2%	.	-27%	.	-4.9%	.	.
COc1ccc(CC(=O)N/N=C/c2sccc2C)cc1	-28%[20 µM]	2%	-5%	.	-47%	.	-5.0%	.	.
S=C(Nc1ccc(OCc2ccccc2)cc1)Nc1cccc(Cl)c1Cl	13%	4%	1%	1.1	-9%	8%	-2.3%	-2%	1.3%
COC(=O)Cn1c(C)nc([N+](=O)[O-])c1Br	-30%	2%	-1%	1	-32%	-17%	8.3%	-4%	-11%
Cc1oc(-c2ccccc2)nc1CS(=O)CC(=O)O (configuration not stated)	31%	5%	-10%	1	1%	6%	-3.1%	6%	-4.3%
CCOC(=O)c1cc(C)nc(SC)c1C#N	-7%	3%	-5%	.	-7%	.	-5.2%	.	.
Cc1cc(O)ccc1Nc1nc(-c2cccs2)cs1	8%	-230%	-8%	1	-22%	13%	-1.0%	25%	-6.5%
C=CCNc1ccc(N2C(=O)CCCC2=O)cc1[N+](=O)[O-]	3%	-5%	1%	.	-7%	.	-2.6%	.	.
Cc1cnc(CN(C)C(=O)CC2C(=O)NCCN2CCCc2ccccc2)[nH]1 (configuration not stated)	-8%	-1%	-7%	.	-40%	.	7.8%	.	.
COc1ccc(C(O)(CCC(C)C)C(CN2CCOCC2)c2ccccc2)cc1 (configuration not stated)	-9%	0%	-6%	.	-11%	.	-1.7%	.	.
COc1cc(OC)nc(NC(=O)CSc2nc3ccccc3[nH]2)n1	-5%	7%	0%	0.6	20%	9%	-7.0%	6%	-7.2%
CCCc1nc(SCC(=O)NC2CCCC2)c2ccccc2n1	-13%	1%	-6%	.	0%	.	-5.6%	.	.
Cc1cc(S(=O)(=O)N2CCCCC2)ccc1OCC(=O)Nc1ccccc1	18%	0%	-6%	.	-16%	.	0.6%	.	.
CC1(C)CCC(=O)N2CC[C@H]3C[C@H](OC(=O)Nc4ccc(Br)cc4)C[C@@H]1[C@H]32	-38%[20 µM]	-4%	-10%	.	-16%	.	-2.8%	.	.
O=C(CCc1ccccc1)Nc1ccc2c(c1)OCCO2	-8%	-4%	0%	1	-56%	-16%	5.1%	-17%	-4.4%
CCOc1cccc2cc(C(=O)NCc3ccccc3Cl)c(=O)oc12	-63%[20 µM]	12%	-5%	.	31%	.	27%	.	.
CSC(=Nc1ccc(Cl)cc1)N[n+]1ccccc1	-4%	3%	-2%	1.1	-7%	-6%	4.9%	-3%	-4.2%
O=C1CC(SCCc2nc3ccccc3[nH]2)C(=O)N1c1ccc(F)cc1 (configuration not stated)	7%	19%	-5%	1	12%	-5%	1.1%	-13%	-1.5%
CCc1cccc(NC(=O)C2CCCN(c3cnccn3)C2)c1 (configuration not stated)	-34%	7%	-6%	.	-6%	.	-3.0%	.	.
COc1ccc(NC(=O)CC23CC4CC(C2)CC(n2nnc(C)n2)(C4)C3)cc1	-8%	3%	-5%	1.1	-20%	-11%	-4.3%	-4%	-2.1%

Grouped by structure, the entries above containing a thiophene ring, fused or not (5)
SMILES	KOR beta-arrestin-1	NOD2 inhibition	LYP inhibition	TNAP activators	NOD1 inhibition	human PMI inhibition	KOR beta-arrestin-2	human PMI inhibitors	XIAP antagonists
CC1(C)Cc2nc3sc4c(=O)n(CC(=O)NCc5ccco5)cnc4c3cc2CO1	-27%	-22%	-8%	1.1	-6%	1%	-6.7%	-6%	-4.6%
CCc1nc2sc3c(Cl)ncnc3c2c2c1CCCC2	5.4µM*	18%	1%	.	-2%	.	-1.4%	.	.
O=c1c2c3c(sc2nc(NCCO)n1CCc1ccccc1)CCCCC3	30%	16%	-3%	1	-25%	14%	-2.6%	8%	-6.7%
COc1ccc(CC(=O)N/N=C/c2sccc2C)cc1	-28%[20 µM]	2%	-5%	.	-47%	.	-5.0%	.	.
Cc1cc(O)ccc1Nc1nc(-c2cccs2)cs1	8%	-230%	-8%	1	-22%	13%	-1.0%	25%	-6.5%

Going on with the list.
SMILES	KOR beta-arrestin-1	NOD2 inhibition	LYP inhibition	TNAP activators	NOD1 inhibition	human PMI inhibition	KOR beta-arrestin-2	human PMI inhibitors	XIAP antagonists
O=C(NC1CCCC1)c1ccc(CSCc2ccccc2F)o1	6%	0%	-11%	1	-15%	-4%	-4.3%	-12%	-4.6%
N/C(=N\OC(=O)c1ccccc1Cl)c1ccncc1	-9%[20 µM]	-82%	-15%	1.1	-34%	9%	.	9%	-4.6%
Cc1cccc(C)c1OCc1cc(C(=O)N2CCC(C3CCCCC3)C2)no1 (configuration not stated)	-13%	-40%	-2%	.	-66%	.	5.0%	.	.
O=C(/C=C/c1ccc(OCCCF)cc1)Nc1ccnc(-c2cccnc2)n1	-53%	-18%	-6%	1.1	8%	-2%	0.8%	2%	-7.4%
Nc1nc(Cl)c(C=O)c(N2CCCCC2)n1	7%	5%	-5%	1.1	-19%	10%	-8.0%	26%	-4.5%
CCCn1cc(S(=O)(=O)CC(=O)Nc2ccc(OC)cc2OC)c2ccccc21	1%	5%	0%	1.1	-25%	22%	-0.9%	57%*	-5.0%
Cn1cc(CC(=O)NCCCN2CCCC2=O)c2ccccc21	8%	8%	0%	1.1	-9%	12%	5.5%	6%	-2.9%
